GlmU inhibition: inhibition of mycobacterial GlmU enzyme – biochemical, glucosamine-1-phosphate acetyltransferase (AID 1376); M. tuberculosis GlmU acetyltransferase enzyme assay; higher % means a stronger effect; inhibition, %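 (tested at 30 µM in the primary screen)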, or IC50 in µM where a hit was titrated; 0.25% of 220,000 active; in the data active means inhibition above about 13%; inconclusive means no clear call, values can overlap the other calls;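 further: 0% = complete reaction with vehicle and 100% = reaction without substrate; strong numbers were not always called active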
Mtb RmlCD inh: inhibitors of Mycobacterium tuberculosis RmlC and RmlD coupled enzymes; RmlC+RmlD coupled enzyme assay, percent inhibition; primary screen in compound mixtures; 0.03% of 160,000 active; inhibition, % at 3.6 µM; P9WH09+P9WH11; in the data active means inhibition mostly above about 34%, no sharp cut-off; inconclusive means no clear call, values can overlap the other calls; inactive means mostly below about 22%; further: some results filed as inactive read as strong as hits
Target sequence (P9WH09 whole entry, looked up): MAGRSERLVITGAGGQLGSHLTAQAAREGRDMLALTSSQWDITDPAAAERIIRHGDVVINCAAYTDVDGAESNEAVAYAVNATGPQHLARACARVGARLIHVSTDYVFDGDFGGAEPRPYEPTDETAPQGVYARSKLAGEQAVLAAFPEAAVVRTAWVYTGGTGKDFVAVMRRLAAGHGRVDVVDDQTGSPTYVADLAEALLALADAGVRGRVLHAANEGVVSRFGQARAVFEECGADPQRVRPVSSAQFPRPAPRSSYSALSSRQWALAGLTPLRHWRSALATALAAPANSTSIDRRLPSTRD
Target sequence (P9WH11 whole entry, looked up): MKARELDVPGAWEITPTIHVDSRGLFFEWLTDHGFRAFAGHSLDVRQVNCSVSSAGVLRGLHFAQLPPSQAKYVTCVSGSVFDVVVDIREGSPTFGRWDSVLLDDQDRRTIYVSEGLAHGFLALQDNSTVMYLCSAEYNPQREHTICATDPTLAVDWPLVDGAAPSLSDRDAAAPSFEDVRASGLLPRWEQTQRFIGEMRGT
* marks the source's active call; other numbers are inactive results; ? = inconclusive; · = not tested or not shown. Not all compounds are listed (hit frequency here may not be typical).

| SMILES | Mtb RmlCD inh | GlmU inhibition |
| --- | --- | --- |
| OC(COc1ccccc1)CN1CCCCCC1 (stereo not given) | 8 | -4.9% |
| COC(=O)c1ccccc1SC1CC(=O)N(c2cccc(C)c2)C1=O (stereo not given) | 24 | 3.1% |
| CCOC(=O)C1=C(C)NC(=O)/C1=C\N(C)C | · | -5.1% |
| COc1ccccc1C(=O)N/C(=C\c1ccc(Br)cc1)C(=O)NCCO | · | -1.9% |
| CCCc1nnc(NC(=O)CCC(=O)N2CCN(c3ccccn3)CC2)s1 | 14 | -6.7% |
| Cc1ccc(S(=O)(=O)Cn2nnnc2C(CC(C)C)N2CCN(C(=O)c3ccco3)CC2)cc1 (stereo not given) | · | 0.5% |
| O=C(c1ccc(Cn2ccc([N+](=O)[O-])n2)cc1)N1CCN(Cc2ccccc2)CC1 | -7 | 3.1% |
| Cc1ccc(NC(=O)C2(c3ccccc3)CCOCC2)cc1 | 6 | -5.9% |
| CCOC(=O)C1=C(C)NC2=C(C(=O)CCC2)C1c1cc(OC)ccc1OC (stereo not given) | -5 | 6.4% |
| Cc1ccc(OCC(=O)N/N=C/c2c[nH]c3ccccc23)c([N+](=O)[O-])c1 | -16 | -3.5% |
| CS(=O)(=O)N(CCc1ccccc1)CC(=O)NCc1ccc(Cl)cc1 | -4 | -1.3% |
| Cc1ccc(OCC(=O)c2ccc(Cl)s2)c([N+](=O)[O-])n1 | 5 | 5.8% |
| CCNC(=O)COC(=O)c1cc(-c2ccc(OC)cc2)nc2ccccc12 | 4 | -4.0% |
| Cc1nc2c(-c3ccc(F)cc3)c(C)nn2c(C)c1CCC(=O)Nc1ccccc1 | 5 | 6.5% |
| Clc1ccc(N/N=C/c2cccs2)nn1 | 5 | -2.0% |
| Cc1ccc(CNC(=O)C2CC(=O)N(c3ccc(OCC(=O)N4CCCC4)cc3)C2)cc1 (stereo not given) | · | -0.2% |
| O=C(Nc1nc(-c2ccccn2)cs1)c1cc2ccccc2o1 | 13 | 6.5% |
| C[C@@H]1NC(=O)c2cc([N+](=O)[O-])cc(I)c2NCCCC[C@@H](C(N)=O)NC(=O)[C@H](CC(N)=O)NC1=O | · | 1.4% |
| O=c1oc(/C=C/c2ccccc2)nc2sc3c(c12)CCC3 | 6 | 2.8% |
| Cc1[nH]c(=S)c(C#N)c(-c2ccco2)c1C(=O)N(C)C | · | -0.3% |
| Cc1noc(C)c1COC(=O)C1COc2ccccc2O1 (stereo not given) | -8 | 5.9% |
| CC(C)c1nnc(NC(=O)c2cccs2)s1 | · | 2.1% |
| COc1ccccc1Nc1cc(C)nc2c(C)ccc([N+](=O)[O-])c12 | · | -11% |
| Cc1nn(CC(=O)c2cccc(Cl)c2)c(C)c1[N+](=O)[O-] | -8 | 3.2% |
| Cn1cccc1C(=O)NC(=O)COC(=O)CNC(=O)c1ccc(Cl)cc1Cl | -8 | -2.8% |
| Oc1ccccc1CN1CCC(C(O)(c2ccccc2)c2ccccc2)CC1 | 10 | -6.0% |
| O=C(N/N=C/c1ccc2c(c1)OCO2)c1ccc(Br)o1 | -6 | 1.2% |
| O=C1c2ccccc2NC2(CCCC2)N1O | -9 | 0.1% |
| C=CCOC(=O)C1=C(C)NC(SCC(=O)Nc2nccs2)=C(C#N)C1c1cccs1 (stereo not given) | 10 | -2.4% |
| CC(=O)c1c(C(C)=O)c(C)n(-c2nc(-c3ccc(Br)cc3)c(C)s2)c1C | -6 | 3.9% |
| Cc1cc[n+](Cc2ccc([N+](=O)[O-])cc2)cc1 | -11 | -3.8% |
| Cc1nc(N)nc(COc2ccccc2)n1 | -8 | 1.6% |
| CN(C)c1cc[n+](CC(=O)c2ccc(Br)cc2)cc1 | -10 | -4.5% |
| COc1ccc2c(c1)c(C(=O)CN1CCN(Cc3ccccc3)CC1)c(C)n2C | · | 2.8% |
| O=C1C2C3C=CC(C3)C2C(=O)N1c1ncn[nH]1 (stereo not given) | 14 | 5.7% |
| OC(c1ccccc1)C1CN(Cc2ccccc2)CCC1(O)c1ccccc1 (stereo not given) | · | -5.8% |
| CN(CC(=O)NCCc1ccccc1)S(=O)(=O)c1ccc(Br)cc1 | -11 | 1.7% |
| Cc1cccc(C)c1NS(=O)(=O)c1ccc(OCCNS(C)(=O)=O)cc1 | · | 3.1% |
| O=C1C2C3c4ccccc4C(c4ccccc43)C2C(=O)N1CN1CCOCC1 (stereo not given) | 3 | 5.5% |
| Cc1ccc(NC(=O)N2CCCC2c2cccs2)cc1 (stereo not given) | 7 | 2.0% |
| COc1ccc(CCNC(=O)c2ccc(CN3CCC(Cc4ccccc4)CC3)cc2)cc1 | 5 | 1.1% |
| N#Cc1cc2c(nc1SCc1cccnc1)CCCCC2 | 7 | -1.4% |
| CCCNC(=O)NC1CCCc2ccccc21 (stereo not given) | 4 | 5.2% |
| CSc1nc2ccsc2c(=O)n1-c1ccccc1 | -11 | 3.7% |
| C=CCc1cc2c(oc(=O)c3ccccc32)c(C)c1O | · | -2.2% |
| Cc1ccsc1/C=N/NC(=O)c1c[nH]c2ccccc12 | 5 | 0.2% |
| CCCNC(=O)CN(C)S(=O)(=O)c1c(C)cc(C)cc1C | · | -6.2% |
| CCCNC(=O)CN(C)CC(=O)Nc1ccccc1C#N | -17 | 5.0% |
| Cc1cccc(C(=O)NCC(=O)OCC(=O)N2CC3(C)CC2CC(C)(C)C3)c1 (stereo not given) | 4 | -0.7% |
| CC12CN3CC(C)(CN(C1)C3c1cc3ccccc3[nH]1)C2=O (stereo not given) | · | -5.0% |
| O=C(COC(=O)C1CCC1)NCc1ccccc1Cl | · | 8.9% |
| Cc1ccc(-c2cc3ccccc3nc2N2CCOCC2)cc1 | 4 | -0.7% |
| O=C(c1ccc([N+](=O)[O-])cc1)N1C=CC(C(F)(F)F)=NCC1 | 8 | -0.1% |
| CCC1(C)Cc2c(sc3nnn(CC(=O)Nc4ccccc4)c(=O)c23)CO1 (stereo not given) | -4 | 1.3% |
| CCc1ccc(Nc2ncc3c(n2)CC(c2ccc(OC)cc2)CC3=O)cc1 (stereo not given) | 17 | 3.8% |
| O=S1(=O)CCN(Cc2ccc(Cl)cc2)CC1 | · | 7.3% |
| COc1ccc(C(=O)NC(=S)Nc2ccccc2F)cc1 | 4 | 5.8% |
| COc1cc(/C=C/C(=O)N2CCCc3ccccc32)cc(OC)c1OC | 3 | -0.1% |
| COc1cc(/C=C(\C#N)C(=O)Nc2cccc3ncccc23)cc(OC)c1OC | -5 | 2.9% |
| COC(=O)c1ccc(NS(=O)(=O)N(C)C)cc1 | -3 | 2.5% |

Reprinted from the part before: five compounds; new compounds follow.
| SMILES | Mtb RmlCD inh | GlmU inhibition |
| --- | --- | --- |
| O=S1(=O)CCN(Cc2ccc(Cl)cc2)CC1 | · | 7.3% |
| COc1ccc(C(=O)NC(=S)Nc2ccccc2F)cc1 | 4 | 5.8% |
| COc1cc(/C=C/C(=O)N2CCCc3ccccc32)cc(OC)c1OC | 3 | -0.1% |
| COc1cc(/C=C(\C#N)C(=O)Nc2cccc3ncccc23)cc(OC)c1OC | -5 | 2.9% |
| COC(=O)c1ccc(NS(=O)(=O)N(C)C)cc1 | -3 | 2.5% |
| CC(=O)c1ccc(N(C(=O)Cn2nnc(-c3ccccc3)n2)C(C(=O)NC2CCCCC2)c2ccccn2)cc1 (stereo not given) | 8 | 3.5% |
| O=C(CN1CCc2ccccc21)NC(=O)NCc1ccco1 | 10 | -6.3% |
| Cc1nonc1C(=O)N/N=C/c1cc2c(cc1Br)OCO2 | 11 | -3.8% |
| CCOC(=O)c1csc(NC(=O)CCSc2ccccc2)n1 | -6 | 5.9% |
| Cc1cccc(-n2c(SCC(=O)NCc3ccco3)nnc2-c2ccco2)c1 | · | -3.2% |
| O=C(/C=C/c1ccccc1[N+](=O)[O-])N1CCN(c2ccccc2F)CC1 | -8 | -2.9% |
| CC1=CC(c2ccccc2)n2nnnc2N1 (stereo not given) | -5 | -4.2% |
| CCn1c(=O)cc(SCC(=O)NCc2ccc(C)o2)c2ccccc21 | -6 | 0.5% |
| O=C(NCc1ccccc1)c1cncc(Br)c1 | 6 | 4.0% |
| O=c1c2c(nc3c(-c4ccc(Cl)cc4)c[nH]n13)CCCC2 | ? | 2.5% |
| CCC1=NN(C(=O)CCc2ccccc2)C(O)(C(F)(F)F)C1 (stereo not given) | -14 | -4.9% |
| CN(C)S(=O)(=O)c1ccc(Cl)c(NC(=O)COC(=O)CCSc2ccccc2)c1 | -10 | -4.8% |
| Cc1ccc(C(=O)C(C)OC(=O)C2CC(=O)N(C3CCCCC3)C2)cc1 (stereo not given) | · | -1.7% |
| Cc1ccccc1-n1nnnc1SCC(=O)c1c(N)n(C)c(=O)n(C)c1=O | -11 | -4.7% |
| Clc1ccc(CSc2snnc2-c2ccccc2)c(Cl)c1 | -3 | 5.3% |

Single records, from the list above.
`CS(=O)(=O)N(CCc1ccccc1)CC(=O)NCc1ccc(Cl)cc1` as listed: Mtb RmlCD inh = -4; GlmU inhibition = -1.3%
`COc1ccc(C(=O)NC(=S)Nc2ccccc2F)cc1` as listed: Mtb RmlCD inh = 4; GlmU inhibition = 5.8%

A different layout for 2 compounds above.
Screens in order: Mtb RmlCD inh | GlmU inhibition
CN(C)S(=O)(=O)c1ccc(Cl)c(NC(=O)COC(=O)CCSc2ccccc2)c1
    -10 | -4.8%
Cc1ccc(C(=O)C(C)OC(=O)C2CC(=O)N(C3CCCCC3)C2)cc1 (stereo not given)
    · | -1.7%

Further structures follow.
| SMILES | Mtb RmlCD inh | GlmU inhibition |
| --- | --- | --- |
| CCCOc1ccc(C(=O)c2nc3c(n2O)CCCC3)cc1 | · | -0.1% |
| Brc1cccc(-c2nnc3n2CCC3)c1 | · | 1.6% |
| COc1cc(C)c(NC(=S)Nc2cccc(Cl)c2)cc1OC | 8 | -6.5% |
| NS(=O)(=O)c1ccc(NNC(=O)c2sccc2Cl)cc1 | 3 | -0.3% |
| CC(=O)N1CCN(Cc2nc3cc(NC(=O)Cn4nc(C)c5ccccc5c4=O)ccc3n2C)CC1 | 4 | · |
| Cc1cc(NC(=O)CCC(=O)N(CC(=O)NC2CCCC2)Cc2ccco2)no1 | 53 | 5.8% |
| O=C(NCCc1csc(-c2ccccc2)n1)c1ccccc1F | -3 | -1.8% |
| O=C(Nc1cccc(F)c1)C1CCCN1S(=O)(=O)c1cccc2cccnc12 (stereo not given) | 4 | 6.1% |
| O=C(OCN1C(=O)c2ccccc2C1=O)c1ccccc1 | 7 | 0.4% |
| CCc1ccc(C(=O)Nc2ccc(S(=O)(=O)Nc3nc(C)cc(C)n3)cc2)o1 | 4 | 0.6% |
| CC1(C)S[C@@H]2[C@H](NC(=O)COc3ccccc3)C(=O)N2C1C(=O)OCC1CCCCC1 (stereo not given in full) | · | 0.2% |
| COc1cc(C(=O)Nc2ccc(N(C)C)cc2)cc(OC)c1OC | 7 | 2.5% |
| CC(Nc1cc(N2CCN(C(=O)C(C)(C)C)CC2)ccc1[N+](=O)[O-])c1ccccc1 (stereo not given) | 7 | 1.4% |
| O=C(Cc1ccc(Br)cc1)OCC(=O)c1ccc2c(c1)OCCO2 | 10 | -6.7% |
| CCC(=O)Oc1ccc(C(=O)Nc2ccc3c(c2)C(=O)N(C2CCCCC2)C3=O)cc1 | -6 | 0.2% |
| O=C1CCCN1c1cc(Cl)ccc1Cl | 8 | 0.6% |
| Cc1noc(C)c1C(=O)NCc1ccccc1F | -7 | 2.5% |
| CCN(CC)C(=O)c1ccc2c(c1)N(Cc1ccccc1)C(=O)CS2=O (stereo not given) | -2 | 3.2% |
| CN(CC(=O)N1CCc2ccccc2C1)S(=O)(=O)c1ccc2c(c1)c(=O)n(C)c(=O)n2C | 5 | -5.4% |
| COc1ccc(OC)c(N2C(=O)C(Cl)=C(N3CCOCC3)C2=O)c1 | 1 | 5.9% |
| COc1ccccc1-c1cc(C(=O)NCc2ccc(Cl)cc2)no1 | · | 3.6% |
| CNc1nc(C(=O)O)nc(N2CCOCC2)n1 | · | -1.6% |
| COc1ccc(Cc2nnc3c4cnn(C)c4ncn23)cc1 | · | 5.7% |
| COc1ccc([C@H]2[C@H](C(=O)OC(C)(C)C)N3N=Cc4ccccc4C3C23C(=O)c2ccccc2C3=O)cc1OC (stereo not given in full) | -10 | 6.1% |
| CC1(c2ccc3noc(-c4ccc(Cl)cc4)c3c2)OCCO1 | · | -3.7% |
| O=C(O)CSCC(=O)NCc1csc2ccc(Cl)cc12 | -4 | -3.1% |
| O=C(CN1C(=O)NC2(CCCc3ccccc32)C1=O)N1CCN(C(=O)c2ccco2)CC1 (stereo not given) | · | -1.5% |
| CCCn1nc(NC(=O)c2cccs2)c2cc3ccccc3nc21 | · | -4.0% |
| Cc1ccc(-c2ccc(/C=N/c3ncn[nH]3)o2)cc1Cl | -10 | 0.2% |
| COC(=O)c1ccc(C(=O)OC)c(NC(=S)N2CCCC(CO)C2)c1 (stereo not given) | -8 | -0.3% |
| CCOC(=O)c1nnn2c3ccccc3c(=O)n(C)c12 | -9 | 2.0% |
| CC(C)CC(c1nnnn1CCc1ccccc1)N1CCN(C(=O)c2ccco2)CC1 (stereo not given) | ? | -2.5% |
| COC(c1ccccc1)c1nnc(CCC(=O)N(C)CCc2ccccc2)o1 (stereo not given) | -6 | -0.3% |
| N=c1sccn1CC(=O)Nc1ccccc1Cc1ccccc1 | -6 | 6.4% |
| Cc1nc2ccccc2n1CSc1ccccc1 | · | 7.1% |
| Cc1ccc(S(=O)(=O)N(Cc2cc3cc4c(cc3[nH]c2=O)OCCO4)CC2CCCO2)cc1 (stereo not given) | · | -4.2% |
| Cc1cc(C)cc(NC(=O)Cn2c(-c3ccccc3Cl)nc3ccccc32)c1 | -7 | 0.0% |
| O=C1N(Cc2ccc(F)cc2)CCN1c1ccc(F)cc1 | 11 | 2.2% |

Screening data as filed in PubChem BioAssay.
